Source: PubChem BioAssay (NMMLSC)
Bim-Bcl-W – inhibitors of Bim binding to Bcl-W, primary screen, biochemical, multiplexed, bead-based flow cytometry | 190,000 tested, 0.02% active | Bim peptide-Bcl-W binding | Bcl-2-like protein 2 (Homo sapiens), Q92843 | inhibition, % at 10 µM;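 also: 0% = bound tracer without compound and 100% = peptide blocker; higher means less fluorescent Bim peptide bound to Bcl-W beads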
Target sequence (Q92843 whole entry, looked up): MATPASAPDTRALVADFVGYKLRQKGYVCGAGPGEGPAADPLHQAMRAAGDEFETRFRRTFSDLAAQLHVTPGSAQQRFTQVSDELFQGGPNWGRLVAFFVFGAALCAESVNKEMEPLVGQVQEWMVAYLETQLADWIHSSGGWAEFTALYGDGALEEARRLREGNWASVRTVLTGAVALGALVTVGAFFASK
Rac1 wt GTP bind – wildtype Rac1 GTP binding modulators, primary screen, biochemical, GST-Rac1 beads, flow cytometry, multiplex; GTP binding activity (% of control), % at 10 µM; fluorescent GTP binding; actives lie on both sides; 0 = cold GTP competed, 100 = untreated; AID 757, 2007; 190,000 tested, 0.27% active;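 active = GTP binding activity at least 20 points away from the 100% control level, either lower or higher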
Rab7 wt modul – modulators of GTP binding to Rab7, primary screen, biochemical, wildtype, multiplex bead flow cytometry; GST-Rab7 beads, fluorescent GTP binding; actives lie on both sides; untreated = 100%, excess cold GTP = 0%; GTP binding activity (percent of control), % at 10 µM; 190,000 tested, 0.055% active; AID 758, 2007;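 active = fluorescent GTP binding to Rab7 beads changed by at least 20 points from the 100% baseline, either direction, mostly lower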;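 also: median green fluorescence of bound Bodipy-FL-GTP per Rab7 bead population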
Bcl-XL Bim block – inhibitors of Bim-Bcl-XL binding, primary screen, biochemical, multiplexed, bead flow cytometry, human Bcl-XL; Bcl-2-like protein 1 (Homo sapiens), Q07817; Bim peptide-Bcl-XL binding, fluorescence; inhibition, % at 10 µM; 190,000 tested, 0.04% active
Target sequence (Q07817 whole entry, looked up): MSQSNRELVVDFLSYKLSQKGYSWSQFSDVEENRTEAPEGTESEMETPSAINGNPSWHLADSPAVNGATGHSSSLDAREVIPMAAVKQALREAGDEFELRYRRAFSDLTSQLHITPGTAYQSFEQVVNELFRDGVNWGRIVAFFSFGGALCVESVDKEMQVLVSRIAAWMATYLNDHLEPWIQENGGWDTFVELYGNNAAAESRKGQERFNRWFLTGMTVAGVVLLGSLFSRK
HRas wt GTP bind – modulators of GTP binding to HRas wildtype, primary screen, biochemical, bead-based flow cytometry, multiplex; GTPase HRas (Homo sapiens), P01112; GST-Ras wt beads, Bodipy-FL-GTP binding; actives lie on both sides; GTP binding activity, % at 10 µM; 190,000 tested, 0.14% active; AID 759, 2007;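 active = GTP binding activity at least 20% away from the 100% baseline, either lowered as inhibitor or raised as activator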;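 also: 0% = unlabeled GTP competition control and 100% = no-compound control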
Target sequence (P01112 whole entry, looked up): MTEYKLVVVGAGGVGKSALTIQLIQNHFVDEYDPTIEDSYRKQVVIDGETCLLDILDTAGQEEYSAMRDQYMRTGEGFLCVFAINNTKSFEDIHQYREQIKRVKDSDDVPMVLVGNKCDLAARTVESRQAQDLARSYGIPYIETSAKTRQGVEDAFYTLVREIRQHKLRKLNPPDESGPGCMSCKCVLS
Bcl-2 Bim block – inhibitors of Bim-Bcl-2 binding, primary screen, biochemical, multiplexed, human Bcl-2 family | Apoptosis regulator Bcl-2 (Homo sapiens), P10415 | Bead-based flow cytometry, Bim peptide-Bcl-2 binding | inhibition, % at 10 µM | 190,000 tested, 0.06% active; in the data active = inhibition above about 40%;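 also: 0% = no compound wells with probe peptide and 100% = reference peptide inhibitor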
Target sequence (P10415 whole entry, looked up): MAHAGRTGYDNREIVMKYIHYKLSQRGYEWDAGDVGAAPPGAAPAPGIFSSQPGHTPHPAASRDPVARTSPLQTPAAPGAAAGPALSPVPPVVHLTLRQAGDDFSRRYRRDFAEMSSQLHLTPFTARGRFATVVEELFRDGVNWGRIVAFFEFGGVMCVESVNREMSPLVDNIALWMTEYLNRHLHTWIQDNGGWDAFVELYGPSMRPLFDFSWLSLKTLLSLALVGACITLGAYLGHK
Rab2A wt mod – modulators of GTP binding to Rab2A wildtype, primary screen, biochemical, dog, bead-based flow cytometry, multiplex | Ras-related protein Rab-2A (Canis lupus familiaris), P61105 | GST-Rab2 wt beads, Bodipy-GTP binding | GTP binding activity, % at 10 µM | 190,000 tested, 0.19% active;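 active = GTP binding activity at least 20 points away from 100%, either lowered or raised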;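 also: 0% = beads with excess unlabeled GTP and 100% = no-compound control corrected for plate trend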
Bcl-B Bim block – inhibitors of Bim-Bcl-B binding, primary screen, biochemical, multiplexed, human Bcl-2 family. AID 951, 2007. 190,000 tested, 0.073% active. Bcl-2-like protein 10 (Homo sapiens), Q9HD36. inhibition, % at 10 µM. bead-based flow cytometry, Bim peptide-Bcl-B binding;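 also: 0% = tracer peptide without compound and 100% = reference inhibitor peptide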
Bim-Bfl-1 – inhibitors of Bim binding to Bfl-1, primary screen, biochemical, multiplexed, bead-based flow cytometry. Bcl-2-related protein A1 (Homo sapiens), Q16548. Bim-Bfl-1 binding inhibition. inhibition, % at 10 µM. 190,000 tested, 0.12% active. AID 1008, 2008;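 also: 0% = wells without compound plus tracer and 100% = blocker peptide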
Rac1 mut GTP – GTP binding modulators of activated mutant Rac1, primary screen, biochemical, bead-based flow cytometry, multiplex, fluorescent GTP; percent activity (GTP binding), % at 10 µM; GST-Rac1 activated beads; actives lie on both sides; 100% means binding = to untreated wells; 190,000 tested, 0.11% active; Ras-related C3 botulinum toxin substrate 1 (Homo sapiens), P63000; AID 764, 2007;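 active = GTP binding at least 20 percentage points away from the 100% baseline, in either direction, so actives lie on both sides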
Cdc42 wt GTP – modulators of GTP binding to wildtype Cdc42, primary screen, biochemical, multiplex bead flow cytometry, Bodipy-GTP; Cell division control protein 42 homolog (Homo sapiens), P60953; GST-Cdc42 beads; actives lie on both sides; percent activity (GTP binding), % at 10 µM; 190,000 tested, 0.2% active; AID 761, 2007;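 active = percent activity GTP binding at least 20 points away from the 100% baseline, either down as inhibitor or up as activator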;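 also: median bead fluorescence of bound Bodipy-FL-GTP at 100 nM; 0% = excess unlabeled GTP control and 100% = no compound control; below 100% means less GTP binding so inhibitor and above means activator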
* marks the source's active call; other numbers are inactive results. Rule as the data show it, unless noted: active = inhibition above about 40%. Rows were taken by chance; overall some 0.62% were active at least once.

SMILES	Bim-Bcl-W	Rac1 wt GTP bind	Rab7 wt modul	Bcl-XL Bim block	HRas wt GTP bind	Bcl-2 Bim block	Rab2A wt mod	Bcl-B Bim block	Bim-Bfl-1	Rac1 mut GTP	Cdc42 wt GTP
CCN(CC)S(=O)(=O)c1ccc(Cl)c(C(=O)Nc2nncs2)c1	0.0	102.0	99.0	3.0	99.0	-6.0	100.0	-8.0	-11.0	100.0	100.0
O=C(Nc1ncc(Cc2cccc(Cl)c2)s1)C1CCCO1 (stereo not given)	2.0	102.0	101.0	-1.0	102.0	-2.0	101.0	-9.0	-11.0	99.0	103.0
CCCCN(C)C1CCN(C(=S)Nc2ccc(OC)cc2)CC1	1.0	95.0	97.0	-3.0	91.0	0.0	91.0	-3.0	-2.0	94.0	97.0
OC(Cn1cncn1)c1ccc(Cl)cc1 (stereo not given)	0.0	103.0	96.0	0.0	103.0	1.0	103.0	0.0	0.0	102.0	105.0
Nc1cc(=O)nc(SCC(=O)N(C2CCCCC2)C2CCCCC2)n1-c1ccccc1	2.0	101.0	98.0	-1.0	97.0	1.0	96.0	0.0	-14.0	95.0	97.0
CCc1ccccc1NC(=S)N(CCN1CCCCC1)Cc1ccco1	-2.0	101.0	105.0	-2.0	100.0	-1.0	101.0	-2.0	-3.0	96.0	101.0
CC1(C)NC(=O)N(CCCCOc2ccc3ccccc3c2Cl)C1=O	-1.0	105.0	99.0	-8.0	100.0	-13.0	100.0	-9.0	-16.0	99.0	100.0
Cc1cccc(NC(=O)c2ccc(S(=O)(=O)C(F)F)cc2)c1C	11.0	104.0	98.0	16.0	99.0	14.0	100.0	8.0	10.0	99.0	103.0
CCOC(=O)CSc1nc2ccccc2c(=O)n1C1CCCC1	0.0	106.0	98.0	-4.0	99.0	-8.0	97.0	-7.0	-16.0	97.0	101.0
CCOc1ccc(S(=O)(=O)N(C)CCO)cc1-c1nc2c(C(C)(C)C)nn(C)c2c(=O)[nH]1	0.0	93.0	97.0	-14.0	96.0	-12.0	95.0	-10.0	-10.0	94.0	94.0
COC(=O)[C@H](C)NC(=O)Nc1ccc(OC(F)(F)F)cc1	0.0	102.0	93.0	4.0	96.0	7.0	94.0	1.0	1.0	99.0	95.0
CC(=O)Nc1ccc(C(O)(C(F)(F)F)C(F)(F)F)cc1	-5.0	99.0	105.0	-6.0	101.0	-6.0	102.0	-2.0	-7.0	98.0	102.0
COC(=O)CSC1=C(C#N)C(c2ccc(F)cc2)CC(=O)N1 (stereo not given)	0.0	101.0	101.0	-5.0	98.0	-7.0	98.0	-7.0	-12.0	100.0	100.0
O=C(N/N=C(\c1ccccc1)c1cccnc1)C(O)(c1ccccc1)c1ccccc1	0.0	98.0	100.0	-2.0	102.0	4.0	99.0	0.0	0.0	93.0	100.0
CN(NS(=O)(=O)c1ccc(F)cc1)c1ncc(C(F)(F)F)cc1Cl	-2.0	97.0	104.0	-4.0	98.0	-4.0	95.0	-4.0	-8.0	94.0	91.0
CC(=O)ON1C(C)(C)CC(OC(=O)c2ccccc2)CC1(C)C	0.0	103.0	101.0	-1.0	102.0	-3.0	100.0	-4.0	-7.0	102.0	101.0
CN(C)c1ccc(/C=N/NC(=O)c2sccc2-n2cccc2)cc1	4.0	98.0	95.0	0.0	95.0	-1.0	97.0	-3.0	1.0	93.0	98.0
CCCCOC(=O)C(C#N)c1nc2ccccc2nc1N1CCOCC1 (stereo not given)	0.0	100.0	102.0	-3.0	99.0	-7.0	101.0	-6.0	-10.0	97.0	99.0
CN(CC(=O)Nc1ccc(S(N)(=O)=O)cc1)Cc1ccccc1F	-7.0	94.0	96.0	-4.0	96.0	-5.0	98.0	-3.0	-8.0	96.0	96.0
O=c1[nH][nH]c(C(F)(F)F)c1C=Nc1cccc(Cl)c1	-2.0	96.0	101.0	-3.0	98.0	-1.0	96.0	-4.0	-1.0	96.0	96.0
COc1ccc(S(=O)(=O)c2nnn(-c3ccccc3Cl)c2N)cc1	-1.0	98.0	96.0	0.0	96.0	-1.0	99.0	0.0	-6.0	96.0	97.0
Cc1cc(C)c(OCCN(C)Cc2ccccc2)c(Br)c1	0.0	107.0	108.0	0.0	103.0	-2.0	105.0	-1.0	-2.0	100.0	106.0
C[C@@H](C(=O)OCn1nnc2ccccc2c1=O)N1C(=O)C2CCCCC2C1=O (stereo not given in full)	-1.0	103.0	107.0	-1.0	103.0	-1.0	105.0	-4.0	-5.0	102.0	105.0
CCN(CC)C(=O)Nc1cnc2ccccc2c1	0.0	102.0	99.0	-3.0	102.0	0.0	102.0	-4.0	-3.0	99.0	105.0
CC(=O)NCCC(=O)N1CCc2c([nH]c3ccccc23)C1c1cccc(C)c1 (stereo not given)	-4.0	100.0	95.0	-6.0	97.0	-8.0	95.0	-7.0	-12.0	97.0	100.0
COc1ccc(C(=O)C(c2ccccc2)N2CCOCC2)cc1 (stereo not given)	2.0	100.0	100.0	0.0	101.0	-2.0	100.0	-5.0	-9.0	99.0	100.0
COC(=O)c1ccc(-c2ccc(F)cc2)nc1C	-11.0	105.0	99.0	-12.0	101.0	-2.0	96.0	-11.0	-4.0	100.0	99.0
Cc1ccc(NC(=O)C2=C(O)c3ccccc3N(C)S2(=O)=O)cc1	0.0	89.0	92.0	-2.0	94.0	1.0	93.0	2.0	0.0	89.0	94.0
CNc1ccc(Br)cc(C(=O)/C=C/c2ccc(OC)cc2OC)c1=O	27.0	99.0	99.0	28.0	99.0	25.0	96.0	3.0	41.0*	92.0	98.0
Cc1ccc(-n2c(O)c(/C=C3/C(c4ccccc4)=Nc4ccccc43)c(=O)[nH]c2=O)cc1	-4.0	93.0	95.0	-6.0	93.0	-4.0	92.0	-4.0	-7.0	91.0	96.0
S=C(NCc1ccccn1)Nc1ccc(Cl)c(Cl)c1	-2.0	95.0	98.0	-4.0	97.0	-9.0	96.0	-12.0	-10.0	91.0	95.0
Cn1c(=O)c2c(ncn2CC(=O)N/N=C/c2ccco2)n(C)c1=O	14.0	105.0	98.0	7.0	102.0	6.0	101.0	5.0	15.0	100.0	103.0
CCCCn1c(=O)n(CC(=O)Nc2c(CC)cccc2CC)c(=O)c2c1nc(CO)n2CCC	1.0	104.0	94.0	-3.0	97.0	-7.0	98.0	-3.0	-10.0	97.0	101.0
CN(CC(=O)NCc1ccc(Cl)cc1)S(=O)(=O)c1cccc2nsnc12	-1.0	103.0	103.0	0.0	103.0	2.0	102.0	-4.0	-2.0	97.0	106.0
COc1ccc(NC(=S)N/N=C2\CC(C)(C)Oc3ccc(O)cc32)cc1	-2.0	101.0	97.0	-5.0	98.0	-3.0	97.0	1.0	1.0	97.0	99.0
O=C(Nn1cnnc1)C1Cc2ccccc2CN1S(=O)(=O)c1ccc(F)cc1 (stereo not given)	0.0	103.0	100.0	-4.0	101.0	-15.0	103.0	-8.0	-14.0	100.0	102.0
COc1ccc(/C=N/Nc2ccccc2)cc1Cn1nc(C)c([N+](=O)[O-])c1C	3.0	103.0	99.0	-8.0	99.0	-1.0	99.0	-7.0	-6.0	100.0	102.0
CCCCn1c(=N)n(CC(O)COc2ccccc2)c2ccccc21 (stereo not given)	0.0	96.0	92.0	4.0	98.0	-1.0	95.0	-1.0	-1.0	95.0	100.0
COC(=O)c1c(C)n(-c2ccc(C)cc2)c2ccc(O)cc12	-6.0	105.0	99.0	-10.0	103.0	1.0	103.0	-2.0	2.0	102.0	105.0
COc1cccc(-c2nnc3n2N=C(C(C)(C)C)CS3)c1	0.0	96.0	97.0	3.0	93.0	3.0	97.0	-2.0	3.0	95.0	94.0
Cc1ccc(C(NC(=O)N2CCOCC2)C(Cl)(Cl)Cl)cc1F (stereo not given)	-6.0	106.0	99.0	-8.0	100.0	-1.0	100.0	-7.0	-3.0	101.0	103.0
COc1c2ccoc2nc2c(OC)c(O)ccc12	2.0	96.0	103.0	4.0	95.0	0.0	95.0	-1.0	-1.0	94.0	95.0
CCOC(=O)Cc1csc(NS(=O)(=O)c2ccccc2)n1	3.0	100.0	100.0	0.0	102.0	0.0	102.0	3.0	0.0	97.0	103.0
COCCCNCCOc1ccc(C(C)(C)c2ccccc2)cc1	0.0	109.0	98.0	-4.0	100.0	-1.0	100.0	-5.0	0.0	101.0	105.0
CC(NC(=O)c1ccccc1)C(=O)OCC(=O)N1c2ccccc2Sc2ccccc21 (stereo not given)	4.0	102.0	100.0	0.0	99.0	1.0	99.0	-7.0	10.0	100.0	97.0
Cc1ccc(/C=C/C(=O)NC(=S)Nc2ccccc2C(=O)NC2CCCCC2)cc1	-2.0	98.0	99.0	-1.0	100.0	0.0	97.0	0.0	-2.0	94.0	102.0
O=C(CSCc1ccccc1Cl)Nc1c[nH]c(=O)[nH]c1=O	-1.0	106.0	98.0	-7.0	101.0	-8.0	99.0	-9.0	-16.0	101.0	102.0
CCN(C(=O)c1c(OC)cccc1OC)c1nnc(-c2cccnc2)s1	-6.0	107.0	99.0	-13.0	102.0	-17.0	100.0	-14.0	-24.0	96.0	103.0
CC(C)N1C(=O)C(O)(C2COC(C)(C)CC2=O)c2ccccc21 (stereo not given)	-2.0	97.0	101.0	-2.0	97.0	-4.0	98.0	-4.0	-7.0	96.0	95.0
CNc1ncc(C(=O)c2ccc(F)cc2)s1	0.0	101.0	98.0	-3.0	96.0	-4.0	96.0	-5.0	-5.0	98.0	97.0
COc1ccc(C(NC(=O)CC(C)C)NC(=O)CC(C)C)cc1OC	-2.0	104.0	102.0	-5.0	101.0	-9.0	101.0	-8.0	-20.0	101.0	105.0
O=C(Nc1ccc(SC(F)F)cc1)c1ccc(F)cc1	-1.0	100.0	104.0	-1.0	99.0	-2.0	96.0	0.0	-4.0	95.0	97.0
